Bioassay records as filed in PubChem BioAssay.
Hsp70 displacement: Hsp70 inhibitors, probe displacement, primary screen, biochemical, fluorescence polarization (AID 583) | 140,000 tested, 0.06% active | Hsp70 fluorescence polarization probe displacement, mP; higher % means a stronger effect | one-dose displacement, % at 20 µM; IC50 in µM for titrated hits; in the data active means displacement above about 50%;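 further: plate controls were vehicle for no effect and reference ligand for full effect; a part of the inactive calls stands beside numbers as strong as those of hits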
Rat MKP-3 inhibitors: MKP-3 phosphatase inhibitors, primary screen, biochemical, rat enzyme, in vitro (AID 425). recombinant MKP-3 phosphatase activity, fluorescence; higher % means a stronger effect. inhibition, % at 20 µM; hits with a dose series show IC50 in µM. 110,000 tested, 0.17% active; in the data active means inhibition above about 50%;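 further: plate controls were vehicle for no effect and reference inhibitor for full effect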
Numbers without * were called inactive; . = not tested or not shown; & = joins results of further samples. These rows are one share of the data, so the mix of outcomes need not match the whole.

Hsp70 displacement	Rat MKP-3 inhibitors	molecule
-4.2%	-3%	CCOc1cc(C2C(C(=O)c3ccccc3)=C(C(=O)OC)Nc3nnnn32)ccc1O (stereo not given)
6.6%	1%	COc1ccc(C=C2C(=O)N(C)C(=O)N(C)C2=O)c(OC)c1OC
4.6%	20%	O=C(N=Nc1c(O)[nH]c2ccc([N+](=O)[O-])cc12)c1ccc2c(c1)OCO2
0.7%	-3%	N#Cc1ccc(CSc2nnc(-c3cccs3)n2-c2ccccc2)cc1
5.5%	.	Cc1cc(C)c(NC(=O)C2CCN(c3cnccn3)CC2)c(C)c1
-1.3%	-8%	CCOC(=O)CSc1nc2ccccc2c(=O)n1CC1CCC(C(=O)NCc2ccco2)CC1 (stereo not given)
0.3%	4%	Nc1cccc(C(=O)Nc2ccc(C(=O)O)cc2)c1
0.2%	0%	Cc1sc(NC(=O)COc2ccc(Cl)cc2Cl)c(C#N)c1C
-1.9%	-1%	COc1ccc2ccccc2c1/C=C1\SC(=S)N(CC(=O)O)C1=O
0.5%	-5%	COc1ccc(Br)cc1CNC(=O)C1CCCN(c2nc3ccccc3o2)C1 (stereo not given)
-2.7%	.	CCOC(=O)c1c(NC(=O)c2c(Br)cnn2C)c(C#N)nn1-c1ccccc1
5.9%	-14%	CCCOc1cc(CC(=O)NCc2ccco2)ccc1OC
4.3%	-12%	O=C(O)COc1ccccc1O
-3.3%	-6%	CCn1c(SCCC#N)nnc1-c1ccncc1
1.3%	-5%	COc1cccc(OCCCCN2CCCCC2)c1
-0.8%	-2%	CCCCCCCCNC(=O)CCC(=O)O
1.0%	5%	O=C(Nc1cccc(F)c1)c1cc(S(=O)(=O)N2CCC(C(=O)O)CC2)ccc1F
1.3%	-12%	COc1ccc(-c2nc(CS(=O)CC(=O)NCC3CCCO3)c(C)o2)cc1 (stereo not given)
-0.6%	3%	O=c1c(-c2ccc(Cl)cc2)c(C(F)(F)F)oc2cc(O)ccc12
-2.7%	0%	O=[N+]([O-])c1ccc2c(c1)S(=O)(=O)N=C2Nc1ccc(Br)cc1
-2.1%&0.6%	-8%&-4%	c1ccc(-c2nnc(-c3cccc(-c4nnc(-c5ccccc5)o4)c3)o2)cc1
-1.3%	.	CN(c1ccc(C(=O)NCc2ccccn2)cc1)S(C)(=O)=O
2.6%	-5%	O=C(Nc1cc(-c2ccc(F)cc2)[nH]n1)c1cccs1
-1.4%	0%	CC1=NN(c2cccc(Cl)c2)C(=O)/C1=C/C=C/c1cccc([N+](=O)[O-])c1
-5.8%&-3.2%	-9%&2%	O=C(CSc1nnc(-c2ccco2)n1-c1ccccc1)NCCc1ccccc1

A different layout for part of the listing above:
Each structure is followed by: Hsp70 displacement	Rat MKP-3 inhibitors
Nc1cccc(C(=O)Nc2ccc(C(=O)O)cc2)c1
    0.3%	4%
O=C(N=Nc1c(O)[nH]c2ccc([N+](=O)[O-])cc12)c1ccc2c(c1)OCO2
    4.6%	20%

Carrying on:
Hsp70 displacement	Rat MKP-3 inhibitors	molecule
3.7%	-3%	O=S(=O)(O)c1nc2ccccc2n1CCOc1ccccc1
-2.7%	3%	Cc1cccc(N2CCN(C(=O)C(Cl)(Cl)Cl)CC2)c1C
-8.4%	2%	CCCn1c(=N)n(CCOc2ccc(OC)cc2)c2ccccc21
5.2%&0.7%	-12%&4%	COc1ccc(C(=O)/C=C/Nc2c(C)n(C)n(-c3ccccc3)c2=O)cc1OC
-0.9%	-5%	O=C(c1ccco1)N1CCn2c1nc1ccccc12
1.7%	.	Cc1ccc2nc(-c3cccc(N)c3)[nH]c2c1
-1.6%	.	c1ccc(-c2cnc(SCCN3CCOCC3)n2CC2CCCO2)cc1 (stereo not given)
3.0%	.	CCc1nnc(NC(=O)Cc2ccc(OC)cc2)s1
-1.0%	-4%	CC(=O)Cc1nsc(NC(=O)c2csc3c2CCCC3)n1
-5.6%	-1%	COc1ccc(CCCNC(=O)CC#N)cc1OC
-4.6%	.	CC(C)C(NC(=O)c1ccc(C(C)(C)C)cc1)C(=O)O (stereo not given)
4.7%	0%	O=C(/C=C/c1ccc(F)cc1)NCc1ccccn1
9.8%	1%	CCOc1ccc(NC(=O)NC2CCOC(C)(C)C2)cc1 (stereo not given)
2.6%	4%	C=CCOC(=O)C1=C(C)N(CC)C(=O)NC1c1ccc(Br)cc1 (stereo not given)
1.0%	-3%	O=C(CSc1nc2c(c(=O)n1-c1ccc(Cl)cc1)SCC2)N1CCCC1
-1.2%	2%	COc1ccc(CCNC(=O)c2cc(-c3ccccc3OC)on2)cc1OC
-7.2%	.	COc1ccc(-c2ccc(C#N)c(SCC(=O)Nc3sc4c(c3C#N)CCC4)n2)cc1OC
-4.7%	2%	CCCCN1C(=O)/C(=C\c2ccc(Cl)cc2Cl)SC1=S
2.6%	0%	COc1ccc(/C=C/C(=O)C(C)(C)OC(C)=O)cc1
-5.8%	2%	O=C(O)C1C2CCC(C2)C1C(=O)Nc1nccs1 (stereo not given)
4.2%	1%	CCOC(=O)c1c(NC(=O)c2ccccc2F)sc2c1CCCC2=O
4.3%	.	Cc1ccc(S(=O)(=O)CCc2nnc(N)s2)cc1C
4.9%	.	NC(=O)CSc1nnc(-c2ccc(S(=O)(=O)N3CCCC3)cc2)o1
-1.8%	-15%	Cc1cc(NC(=O)c2cccc(C(=O)Nc3cc(C)on3)n2)no1
1.6%	-6%	COc1ccc(C2(CNC(C)=O)CCOCC2)cc1OC
.	-9%	CC(C)Sc1nc(O)c(Cc2ccccc2)c(=O)[nH]1
-1.3%	.	CCOC(=O)CN(C(=O)CCC(=O)Nc1cc(C)on1)C(C(=O)NC1CCCC1)c1cccnc1 (stereo not given)
8.1%	.	CN(C)N=Nc1ccc(S(=O)(=O)N2CCSC2C(=O)O)cc1 (stereo not given)
0.2%	-15%	Cc1ccc(NC(=O)CS(=O)CC(=O)Nc2ccc(N3CCOCC3)cc2)cc1Cl (stereo not given)
0.9%	.	CCCOc1ccc(C(C(=O)OCCN(CC)CC)c2ccccc2)cc1 (stereo not given)
5.7%	3%	COc1ccc(C(=O)n2nc(-c3ccco3)nc2SC)cc1OC
-1.0%	-3%	Cc1cc(C)c(C#N)c(Nc2ccccc2Cl)n1
3.8%	.	Cc1c(NC(=O)CSc2nnnn2C)c(=O)n(-c2ccccc2)n1C
1.3%	0%	Cc1[nH]n(-c2ccccc2)c(=O)c1/C=N/NCc1ccccc1
-3.0%	2%	Cc1cccc(C)c1OCCCN1CCC(C)CC1
-2.3%	.	CCn1c(SCC(=O)c2ccc3ccccc3c2)nnc1-c1ccco1
-1.5%	2%	Cc1cccc2nc(Cn3c(=O)n(CCCC(=O)NCc4ccco4)c(=O)c4ccccc43)cc(=O)n12
2.9%	.	Cc1ccc2c(c1)N(CC(=O)NCc1cccs1)C(=O)C(C)O2 (stereo not given)
-2.3%	0%	COc1cc(/C=C2/SC(NC(C)=O)=NC2=O)cc(OC)c1OC
0.7%	1%	Cc1oc2c(CN3CCC(C)CC3)c(O)ccc2c(=O)c1-c1nc2ccccc2s1
2.8%	0%	Cn1c2c(c(=O)n(C)c1=O)C(c1ccc(OC(=O)/C=C/c3ccc([N+](=O)[O-])cc3)cc1)C1=C(N2)c2ccccc2C1=O (stereo not given)
3.8%	-1%	Cc1ccc(S(=O)(=O)c2ccc(Sc3ccc(Cl)cc3)cc2)cc1
-0.8%	-2%	COc1ccc(-n2ncc3c(N4CCN(c5cccc(C)c5C)CC4)ncnc32)cc1
1.7%	0%	CC1=C(C(=O)OCCc2ccccc2)C(c2ccccc2[N+](=O)[O-])CC(=O)N1 (stereo not given)
-0.5%	-11%	COc1ccccc1N1CCN(S(=O)(=O)c2c(C)ccc3nsnc23)CC1
3.8%	-1%	Cc1ccccc1C(=O)Nc1cccc(Cl)c1
-1.0%	1%	Cc1ccc(NC(=O)C2COc3ccccc3O2)c(Br)c1 (stereo not given)
7.5%	4%	Nc1nc2n(n1)C(c1cccc(Br)c1)CC(c1ccccc1)N2 (stereo not given)
-2.7%	4%	Cc1ccc(-n2nc3cc(C)c(NC(=O)c4cccc(C)c4)cc3n2)cc1
-11%	1%	C#CCOc1ccc(/C=C2\C(=O)NC(=O)N(c3ccc(C)cc3)C2=O)cc1

More compounds.
Hsp70 displacement	Rat MKP-3 inhibitors	molecule
1.7%	7%	CSc1nc2sc3c(c2c2nnnn12)CC(C)(C)OC3
-1.7%	.	CCOc1ccc(N/C(C)=C/C(=O)c2ccc(C)o2)cc1
3.8%	-2%	CS(=O)(=O)N(CC(=O)NCC1CCCO1)c1cc(Cl)cc(Cl)c1 (stereo not given)
4.1%	-1%	CS(=O)(=O)c1ccc(N)cc1
-0.4%	2%	O=C(O)C1C(c2ccccc2)C(C(=O)OCCCO)C1c1ccccc1 (stereo not given)
4.7%	13%	O=C(NCc1cccs1)c1cnc2ccccn2c1=O
5.1%	-11%	COc1ccc(-c2nn3c(-c4ccco4)nnc3s2)cc1OC
8.1%	-8%	CCCCCCOC(=O)C(C#N)c1nc2ccccc2nc1N1CCN(C)CC1 (stereo not given)
5.7%	.	CCCNS(=O)(=O)c1ccc(CCC(=O)N2CCN(CC)CC2)cc1
1.9%	3%	COc1ccccc1N1CCN(c2nc(-c3ccccc3)cc(C(F)(F)F)n2)CC1
4.1%	-4%	COc1ccc(-c2cn3cccnc3n2)cc1NC(=O)C1CC1
2.2%	-7%	COc1ccccc1NC(=O)CN1C(=O)C(C)Oc2ccccc21 (stereo not given)
-4.6%	0%	O=C(Nc1ccccc1C#Cc1ccccc1)c1ccco1
0.2%	.	CCOC(=O)CSc1ncc(-c2ccccc2)nn1
12%	0%	O=S(=O)(c1ccc(Br)c2ccccc12)N1CCN(Cc2ccccc2)CC1
8.7%	2%	C=C(C)COc1ccc2ccc(=O)oc2c1
4.7%	-9%	COc1ccc(-c2nc(CS(=O)(=O)CC(=O)NCCc3cc(OC)ccc3OC)c(C)o2)cc1
-2.1%	-4%	c1ccc2c(-c3nc(C4CCCCC4)no3)cc(-c3ccncc3)nc2c1
-4.1%	-3%	Cc1nc(N(C)C)c2sc(=S)n(C)c2n1
-3.8%	-3%	CCC12CC3CC(C1)CC(C(=O)O)(C3)C2
0.5%	2%	O=c1[nH]c(/C=C/c2ccc(N3CCOCC3)cc2)nc(O)c1[N+](=O)[O-]
-14%	-4%	O=C1CS/C(=N\C(=O)N2c3ccccc3Sc3ccccc32)N1
-0.8%	-1%	Cc1cccc(OCC(=O)Nc2cccc(C(=O)NCC(C)C)c2)c1
2.8%	2%	N=c1c(C(=O)NCc2ccc(F)cc2)cc2c(=O)n3ccccc3nc2n1Cc1ccco1
0.5%	6%	CCN(CCNC(=O)C1CCCN(Cc2nc(-c3ccc(OC)cc3)oc2C)C1)c1ccccc1 (stereo not given)

As a short view, part of the list above.
Hsp70 displacement	Rat MKP-3 inhibitors	molecule
8.1%	-8%	CCCCCCOC(=O)C(C#N)c1nc2ccccc2nc1N1CCN(C)CC1 (stereo not given)
5.7%	.	CCCNS(=O)(=O)c1ccc(CCC(=O)N2CCN(CC)CC2)cc1
1.9%	3%	COc1ccccc1N1CCN(c2nc(-c3ccccc3)cc(C(F)(F)F)n2)CC1
4.1%	-4%	COc1ccc(-c2cn3cccnc3n2)cc1NC(=O)C1CC1
2.2%	-7%	COc1ccccc1NC(=O)CN1C(=O)C(C)Oc2ccccc21 (stereo not given)
-4.6%	0%	O=C(Nc1ccccc1C#Cc1ccccc1)c1ccco1
0.2%	.	CCOC(=O)CSc1ncc(-c2ccccc2)nn1
12%	0%	O=S(=O)(c1ccc(Br)c2ccccc12)N1CCN(Cc2ccccc2)CC1
8.7%	2%	C=C(C)COc1ccc2ccc(=O)oc2c1
4.7%	-9%	COc1ccc(-c2nc(CS(=O)(=O)CC(=O)NCCc3cc(OC)ccc3OC)c(C)o2)cc1
-2.1%	-4%	c1ccc2c(-c3nc(C4CCCCC4)no3)cc(-c3ccncc3)nc2c1
-4.1%	-3%	Cc1nc(N(C)C)c2sc(=S)n(C)c2n1
-3.8%	-3%	CCC12CC3CC(C1)CC(C(=O)O)(C3)C2
0.5%	2%	O=c1[nH]c(/C=C/c2ccc(N3CCOCC3)cc2)nc(O)c1[N+](=O)[O-]
-14%	-4%	O=C1CS/C(=N\C(=O)N2c3ccccc3Sc3ccccc32)N1
-0.8%	-1%	Cc1cccc(OCC(=O)Nc2cccc(C(=O)NCC(C)C)c2)c1
2.8%	2%	N=c1c(C(=O)NCc2ccc(F)cc2)cc2c(=O)n3ccccc3nc2n1Cc1ccco1
0.5%	6%	CCN(CCNC(=O)C1CCCN(Cc2nc(-c3ccc(OC)cc3)oc2C)C1)c1ccccc1 (stereo not given)

Later entries.
Hsp70 displacement	Rat MKP-3 inhibitors	molecule
4.1%	2%	CC(C)c1ccc2oc(=O)cc(CN3CCN(c4ccc(F)cc4)CC3)c2c1
6.9%	2%	COc1cccc(N2C(=O)NC(=O)/C(=C/c3c(OC)ccc4ccccc34)C2=O)c1
-1.1%	6%	Cn1c(SCc2ccccc2F)nnc1-c1cnccn1
2.3%	3%	COc1ccc(/C(O)=C2/C(=O)C(=O)N(CCCCCC(=O)O)C2c2cccc(F)c2)cc1 (stereo not given)
-4.9%	-10%	CCCCn1c(N2CCC(Cc3ccccc3)CC2)nc2c1c(=O)[nH]c(=O)n2C
2.1%	2%	COc1ccc(/C(O)=C2/C(=O)C(=O)N(CCCCCC(=O)O)C2c2ccc(F)cc2)cc1 (stereo not given)
5.4%	-1%	O=C(/C=C/c1ccccc1)NC(=S)Nc1cc([N+](=O)[O-])cc(Cl)c1O
-2.5%	.	O=C(CNC(=O)c1cccc(Br)c1)NCCc1nc2ccccc2[nH]1
5.9%	-1%	Cc1cc(Cl)ccc1NC(=O)C(N)=O
4.9%	-3%	O=C(NC(c1ccccc1)C(Cl)Cl)c1ccccc1 (stereo not given)
3.7%	4%	C=CCSc1nc(C)c(CC=C)c(=O)[nH]1
-11%	-2%	CCOc1ccccc1N1CCN(c2nc(N)c(C#N)c(CC#N)c2C#N)CC1
-2.6%	-4%	CCCOc1ccc(C2C(C(=O)c3ccc(C)o3)=C(O)C(=O)N2CCCn2ccnc2)cc1 (stereo not given)
4.2%	-9%	COc1ccc(-c2cc(OC)c3c(C)oc(C)c3c(=O)c2)cc1OC
